# Bioassay records from PubChem BioAssay.
# TTR transcr act: activators of transthyretin transcription | activation, % at 16.7 µM | 1.3% of 92,000 active | AID 1117267 | SH-SY5Y TTR promoter Gaussia luciferase, luminescence; 100% = recombinant luciferase protein wells;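 active = activation above the mean of all tested compounds plus 3 SD, cut at about 9.5% in these data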;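 also: cells exposed to compounds for one day before reading; 0% = median of all test compound wells on the plate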
# Starred values were filed as active, the others as inactive.
[1] CCOc1ccc(-c2cc(C)[n+](CCO)c(-c3ccc(OCC)cc3)c2)cc1
- TTR transcr act: 1.9

[2] CCOP(=O)(Nc1ccc2c(c1)C(=NNC(N)=S)c1ccccc1-2)OCC
- TTR transcr act: 1.7

[3] c1ccc(CNC2CCCCCCC2)cc1 (tested in a mixture with another compound)
- TTR transcr act: 2.7

[4] CN1CC[C@]23c4c5ccc(O)c4OC2[C@H](O)C=CC3[C@H]1C5 (some centres undefined)
- TTR transcr act: 0.7

[5] CCCN(CCC)CCc1c[nH]c2ccccc12
- TTR transcr act: -1.2

[6] COP(=S)(OC)Oc1ccc(SC)c(C)c1
- TTR transcr act: -1.1

[7] NC(Cc1ccc(F)cc1)c1csc(Nc2cnccn2)n1 (centres undefined)
- TTR transcr act: -2.2

[8] COC(=O)C1=C(c2cccc(C#N)c2)C[C@@H]2CC[C@H]1N2C(=O)NCc1cccc2ccccc12
- TTR transcr act: -2.9

[9] CNC(=O)Oc1cccc2c1OC(C)(C)O2
- TTR transcr act: -0.6

[10] COc1ccccc1C1=NCc2nnc(CSC)n2-c2ccc(Cl)cc21
- TTR transcr act: 0.0

[11] O=c1[nH]c2ccccc2n1C1CCN(C(c2ccccc2OC(F)(F)F)c2nnnn2-c2ccc3c(c2)OCCO3)CC1 (centres undefined)
- TTR transcr act: -3.8

[12] CCn1c(O)c(/C=N/NC(=O)c2ccncc2)c(=O)[nH]c1=S
- TTR transcr act: 0.3

[13] CCS(=O)(=O)NC(C)c1nnc2n1-c1ccc(Br)cc1C(c1ccccc1Cl)=NC2 (centres undefined)
- TTR transcr act: -1.9

[14] C/C(=N\N1CCCCCC1)c1c(O)n(C2CCCCC2)c(=O)[nH]c1=O
- TTR transcr act: -3.0

[15] O=C(CN1C2CCC1CC(O)(c1cccnc1)C2)Nc1ccc2c(c1)OCO2 (centres undefined)
- TTR transcr act: 0.1

[16] Cc1ccc2c(c1)C(c1ccccc1)=NCC(=O)N2C
- TTR transcr act: -1.4

[17] CCN(CC)C(=O)[C@@H]1C=C2c3cccc4[nH]c(Br)c(c34)C[C@H]2N(C)C1
- TTR transcr act: 1.7

[18] COCC(=O)N1Cc2ccccc2-n2nncc2C1
- TTR transcr act: 2.3

[19] Nc1c(C(=O)NCCCc2ccccc2)c2nc3ccccc3nc2n1Cc1cccs1
- TTR transcr act: -0.2

[20] C/C=C1/CC(C)C(C)(O)C(=O)OCC2CCN3CCC(OC1=O)C23 (centres undefined)
- TTR transcr act: -0.9

[21] COc1cc(/C=N/NC(=O)CN2CC(c3ccccc3)CC2=O)ccc1OC(=O)N(C)C (centres undefined)
- TTR transcr act: -0.2

[22] O=C(CNC(=O)OCc1ccccc1)NC(Cc1ccccc1)P(=O)(Oc1ccccc1)Oc1ccccc1 (centres undefined)
- TTR transcr act: -2.1

[23] Cc1nn(Cc2ccccc2)c(C)c1C(=O)NCc1ccccc1
- TTR transcr act: -2.6

[24] CC(CC(C)(C)N1CC1)=NNC(=O)Nc1cccc2ccccc12
- TTR transcr act: -0.3

[25] CC(=O)OC12COC1CC(O)C1(C)C(=O)C(O)C3=C(C)C(O)CC(O)(C(OC(=O)c4ccccc4)C21)C3(C)C (centres undefined)
- TTR transcr act: -2.3

[26] CCN1CC=C(c2c[nH]c3ccccc23)CC1
- TTR transcr act: -3.2

[27] CC(C)(C)C(=O)O[C@H]1CC[C@@]2(C)C(=CC(=O)C3C2CC[C@]2(C)C(=O)[C@H](O)CC32)C1 (some centres undefined)
- TTR transcr act: -1.9

[28] COc1ccc(-n2c(-c3ccc(C)cc3)nc3ccccc3c2=O)cc1
- TTR transcr act: -1.4

[29] N#Cc1ccccc1Cn1cc(C(=O)C2CC2)c2ccccc21
- TTR transcr act: -0.3

[30] Cc1cccc(-n2c(O)c(C)c(=O)[nH]c2=S)c1
- TTR transcr act: 1.7

[31] COc1ccc(NC(=O)c2cn(CCC#N)nc2-c2ccc(OC)c(OC)c2)cc1
- TTR transcr act: -1.6

[32] Cc1ccc(S(=O)(=O)Cc2ccc(C(=O)N3CCC4(CC3)OCCO4)o2)cc1
- TTR transcr act: 1.4

[33] CCN(CC)c1ccc(N=Cc2c(O)n(-c3cc(OC)ccc3OC)c(=O)[nH]c2=O)cc1
- TTR transcr act: 1.6

[34] CC(=O)O[C@@H]1CC[C@]2(C)C3CC[C@]4(C)C(=O)[C@H](O)CC4C3[C@@H](OC(C)=O)C[C@H]2C1 (some centres undefined)
- TTR transcr act: 0.9

[35] CC(C)OP(=O)(OC(C)C)C(NCc1ccccc1)c1ccccc1 (centres undefined)
- TTR transcr act: -2.5

[36] CCN1C(=O)NC(=O)/C(=C/c2cc(C)n(-c3sc(C)c(C)c3C#N)c2C)C1=O
- TTR transcr act: -1.2

[37] COc1cccc(N=Nc2c(O)[nH]c(=S)[nH]c2=O)c1
- TTR transcr act: -2.1

[38] CCC1CCCCN1CC(=O)c1ccc(OC(F)F)cc1 (centres undefined)
- TTR transcr act: -1.1

[39] CCS(=O)(=O)CCSP(=O)(OC)OC
- TTR transcr act: 2.2

[40] CCCn1cc(CN2CCCC(C(=O)c3cccc(OC)c3)C2)c(C)n1 (centres undefined)
- TTR transcr act: 1.0

[41] CCC(=NCc1ccco1)c1c(O)n(-c2ccc(OC)cc2)c(=O)[nH]c1=O
- TTR transcr act: -1.7

[42] C=CCn1c(O)c(C(C)=NCCN2CCN(C(=S)NC)CC2)c(=O)[nH]c1=O
- TTR transcr act: 3.8

[43] O=C(N/N=C/c1c(O)n(-c2cccc3ccccc23)c(=O)[nH]c1=O)c1ccncc1
- TTR transcr act: 7.6

[44] N#CC1=C(N)Oc2c(c(=O)oc3ccccc23)C1c1ccncc1 (centres undefined)
- TTR transcr act: 3.2

[45] C[C@]12CCC3C(CCC4=CC(O)CC[C@@]43/C=N/O)C1(O)CCC2C1=CC(=O)OC1 (some centres undefined)
- TTR transcr act: -3.7

[46] Nc1ccc(-c2ccc(N)cc2)cc1
- TTR transcr act: 2.0

[47] C/C=C1/CN2C3CC1C(CO)(C(=O)OC)C2Cc1c3n(C)c2ccccc12 (centres undefined)
- TTR transcr act: 1.0

[48] NC12CN3CN(CN(C3)C1)C2 (tested in a mixture with another compound)
- TTR transcr act: -1.8

[49] Cc1cc(OCC(=O)N2C[C@H]3C[C@@H](C2)c2cccc(=O)n2C3)c2c(C)cc(=O)oc2c1
- TTR transcr act: -2.0

# In the list so far, these have an NH in an aromatic ring:
[5] CCCN(CCC)CCc1c[nH]c2ccccc12
- TTR transcr act: -1.2

[11] O=c1[nH]c2ccccc2n1C1CCN(C(c2ccccc2OC(F)(F)F)c2nnnn2-c2ccc3c(c2)OCCO3)CC1 (centres undefined)
- TTR transcr act: -3.8

[12] CCn1c(O)c(/C=N/NC(=O)c2ccncc2)c(=O)[nH]c1=S
- TTR transcr act: 0.3

[14] C/C(=N\N1CCCCCC1)c1c(O)n(C2CCCCC2)c(=O)[nH]c1=O
- TTR transcr act: -3.0

[17] CCN(CC)C(=O)[C@@H]1C=C2c3cccc4[nH]c(Br)c(c34)C[C@H]2N(C)C1
- TTR transcr act: 1.7

[26] CCN1CC=C(c2c[nH]c3ccccc23)CC1
- TTR transcr act: -3.2

[30] Cc1cccc(-n2c(O)c(C)c(=O)[nH]c2=S)c1
- TTR transcr act: 1.7

[33] CCN(CC)c1ccc(N=Cc2c(O)n(-c3cc(OC)ccc3OC)c(=O)[nH]c2=O)cc1
- TTR transcr act: 1.6

[37] COc1cccc(N=Nc2c(O)[nH]c(=S)[nH]c2=O)c1
- TTR transcr act: -2.1

[41] CCC(=NCc1ccco1)c1c(O)n(-c2ccc(OC)cc2)c(=O)[nH]c1=O
- TTR transcr act: -1.7

[42] C=CCn1c(O)c(C(C)=NCCN2CCN(C(=S)NC)CC2)c(=O)[nH]c1=O
- TTR transcr act: 3.8

[43] O=C(N/N=C/c1c(O)n(-c2cccc3ccccc23)c(=O)[nH]c1=O)c1ccncc1
- TTR transcr act: 7.6

# A portion of the library, so the mix of outcomes need not match the whole.
